Source: PubChem BioAssay
PAX8 inh HTS: inhibitors of PAX8 transcriptional activity in RMG-I cells. RMG-I TPO-luciferase reporter, SteadyGlo, 24 h. inhibition, % at 12.6 µM. 360,000 compounds, 1.2% hits;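 active means mean replicate inhibition at least 60% with every replicate also reaching 60%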;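 further: luciferase light reporting Pax8 driven TPO promoter activity; plate controls were median of neutral control wells for no effect and mitoxantrone controls for full effect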
ARNT TACC3 PPI: disruptors of human ARNT/TACC3 interaction; Q9Y6A5; AlphaScreen His-ARNT PAS-B/GST-TACC3 binding, luminescence; TACC3 fragment carries E629A point mutation; inhibition, % at 9.99 µM; 390,000 compounds, 0.66% hits;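 active means mean inhibition of replicates at least 50% and at least half of replicates each reaching 50%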;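 further: 0% = complete ARNT plus TACC3 wells and 100% = ARNT alone without TACC3; many hits fall short of the cut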
LGR2 inh: blocks bursicon-induced cAMP signaling via Drosophila LGR2. HEK293 LGR2, CRE-luciferase, bursicon-stimulated, 4 h. inhibition, % at 9.99 µM. 380,000 compounds, 0.35% hits. AID 720647;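 active means drop in luminescence signal, shown as inhibition above about 50% in the replicate tests, limit read from the data, passing the limit was not always enough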;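 further: agonist challenge used bursicon conditioned medium at about half maximal strength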
Cneo AK release: Cryptococcus neoformans lysis via adenylate kinase release. C. neoformans lysis, adenylate kinase release luminescence, 4 h; normalised: neutral wells 0, clomiphene wells 100. lysis activity, % at 15 µM. 360,000 compounds, 0.2% hits. AID 651654;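 active means mean lysis activity across replicates of at least 80%, whatever share of replicates individually reach that level; inactive means mean lysis activity below 80%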
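read-out = cell lysis signal | test system = log-phase Cryptococcus neoformans yeast cells | input = cells at 5 × 10^6 per mL | medium = fresh YPD growth medium | signal = luminescent adenylate kinase detection reagent | timing = 4 h at 37 °C static, read 1 h later | dosing = single dose | controls = Clomiphene as positive lysis control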
C2C12 statin: suppressors of simvastatin-induced myotoxicity in C2C12 myotubes; ATP luminescence, 48 h; scaled: DMSO 0, geranylgeraniol control 100; rescue of ATP level, % at 7.49 µM; 330,000 compounds, 0.78% hits; AID 602340;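 active means mean ATP rescue above about 67%, or every replicate alone reaching that limit, limit read from the data, passing the limit was not always enough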;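 further: myotubes were challenged with 10 µM simvastatin during compound exposure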
PGC1a acetyl inh: lowers PGC1a acetylation signal in U2OS cells | inhibition, % at 15.6 µM | AlphaScreen anti-acetyl-lysine; with virally co-expressed GCN5 acetyltransferase | 350,000 compounds, 0.17% hits;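 active means every replicate shows inhibition of at least 40%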;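 further: 0% = neutral control wells and 100% = positive control wells; some results beyond the cut were filed as inactive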
PglD inh: blocks C. jejuni PglD acetyltransferase activity; purified PglD enzyme, DTNB colorimetric CoA detection; inhibition, % at 12.5 µM; 360,000 compounds, 0.098% hits; in the data active means inhibition above about 16%, passing the limit was not always enough; further: strong numbers were not always called active
INS-1E GSIS act: primary screen for activators of insulin secretion dependent on glucose, INS-1E cells, GLuc reporter luminescence; INS-1E GLuc reporter insulin secretion, 2-3 h; activation, % at 16.6 µM; 370,000 compounds, 0.61% hits; AID 743287;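 active means lowest replicate activation of at least 40%, so every replicate reaches that level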;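 further: 0% = median of neutral control wells and 100% = median of IBMX positive control wells; some compounds called inactive have numbers as strong as hits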
* marks the source's active call; other numbers are inactive results; · = no result given.

structure,PAX8 inh HTS,ARNT TACC3 PPI,LGR2 inh,Cneo AK release,C2C12 statin,PGC1a acetyl inh,PglD inh,INS-1E GSIS act
Cc1cc(C)c2nc(N3CCC(C(=O)NCc4cccnc4)CC3)sc2c1,-8,1,0,·,·,·,·,-4
COc1ccc(-c2noc(CN3CCOCC3)n2)cc1OC,·,-4,-13,1,1,4,4,-2
COc1cccc2cc(CC(=O)c3ccccc3)c(=O)oc12,-23,0,-27,6,-8,·,-5,21
S=C(NC1CCCC1)N1CCN(c2ccccn2)CC1,1,0,2,-1,2,2,3,1
CCCN(CCC)Cc1cc(=O)oc2cc3c(cc12)CCC3,9,4,5,·,·,·,·,14
COc1cccc(NC(=O)CN(C)C(=O)Cn2cnc3ccccc3c2=O)c1,-8,-2,-10,-1,24,5,-5,18
Nc1ccc(S(N)(=O)=O)cc1N,-8,4,-5,-2,·,13,4,5
ON=C(CCc1ccccc1)c1ccccc1,-208,·,-69,-2,-18,-16,-4,32
Cc1ccc(C(=O)NCC(C)NC(=O)c2ccc(C)c([N+](=O)[O-])c2)cc1[N+](=O)[O-] (stereo unspecified),10,-3,0,0,·,-8,-2,-26
CCc1cc(=O)oc2c3c(cc(OCC(=O)NC4CC4)c12)OC(C)(C)CC3,·,-3,·,-1,1,-1,4,·

One compound at a time, from the list above. Values in the order: PAX8 inh HTS, ARNT TACC3 PPI, LGR2 inh, Cneo AK release, C2C12 statin, PGC1a acetyl inh, PglD inh, INS-1E GSIS act
Profile of Nc1ccc(S(N)(=O)=O)cc1N = -8, 4, -5, -2, ·, 13, 4, 5
Profile of CCc1cc(=O)oc2c3c(cc(OCC(=O)NC4CC4)c12)OC(C)(C)CC3 = ·, -3, ·, -1, 1, -1, 4, ·

Additional compounds
structure,PAX8 inh HTS,ARNT TACC3 PPI,LGR2 inh,Cneo AK release,C2C12 statin,PGC1a acetyl inh,PglD inh,INS-1E GSIS act
COc1ccc(N2CCN(C(=O)c3cn(C)c4ccc(S(=O)(=O)N5CCOCC5)cc4c3=O)CC2)cc1,-21,3,5,-2,-3,-10,5,-4
CC(=O)Nc1cc2nn(-c3ccccc3)nc2cc1Cl,-156,·,·,-1,·,3,-4,·
O=C(C[C@@H]1C=C[C@H](NC(=O)CC2CC2)[C@@H](CO)O1)NCc1ccc(-c2ccccc2)cc1,18,-13,7,-1,3,-5,-2,4
O=C(Nc1cc(-c2ccccc2)nn1-c1c(Cl)cccc1Cl)c1ccc(F)cc1,5,-3,16,0,-2,0,4,-25
CCCCCCCCS(=O)C1CCS(=O)(=O)C1 (stereo unspecified),·,-4,·,1,·,1,1,·
Clc1ccc(OCc2nnnn2-c2ccccc2)cc1,-31,-6,3,·,·,·,·,-7
CSc1ccccc1C(=O)OCC(=O)Nc1ccc(N2CCOCC2)cc1,-26,-5,-19,·,·,·,·,-8
Cc1noc(C)c1CSc1nc2sc(C)c(C)c2c(=O)n1C1CCCC1,·,-2,13,0,-7,·,3,-7
O=C(O)C[C@H]1CC[C@@H]2[C@H](COC[C@H](O)CN2S(=O)(=O)c2ccc(Oc3ccccc3)cc2)O1,2,-7,3,0,4,4,-2,7
Cc1ccc(C)c(CSC2=NCCN2C(=O)Cc2ccc([N+](=O)[O-])cc2)c1,95*,-1,-7,·,·,·,·,-24

Continued.
structure,PAX8 inh HTS,ARNT TACC3 PPI,LGR2 inh,Cneo AK release,C2C12 statin,PGC1a acetyl inh,PglD inh,INS-1E GSIS act
COc1ccc(OCC(=O)OCC(=O)N2CC(=O)Nc3ccccc32)cc1,19,11,13,-4,3,1,-4,-8
Cc1ccc(-c2c[nH]c(=S)n2-c2ccccc2)cc1,-20,-4,-53,·,-16,·,·,·
CCCn1c(N)c(N(CCOC)C(=O)/C=C/c2cccc(Cl)c2)c(=O)[nH]c1=O,9,-10,25,·,·,·,·,6
CCCC(c1nnnn1CS(=O)(=O)c1ccc(C)cc1)N1CCN(c2ccc(F)cc2)CC1 (stereo unspecified),·,-4,·,0,·,21,4,·
Cc1csc2c(NC3CCN(Cc4ccccc4)CC3)ncnc12,11,6,9,·,·,·,·,13
CCCN(CC(=O)Nc1ccccc1C)C(=O)C1CCN(S(=O)(=O)c2cccc(C(F)(F)F)c2)CC1,0,-8,4,0,13,-5,2,-30
CS(=O)(=O)N(CCc1ccccc1)CC(=O)NCc1ccco1,·,-7,·,-1,6,-23,-2,·
C/C(=C\c1ccccc1)C(=O)N1CCN(Cc2ccc3c(c2)OCO3)CC1,10,5,15,2,13,-6,-7,-8
COc1cc2nc3n(c(=O)c2cc1OC)-c1cc2ccccc2cc1C(=O)NC3CC(C)C (stereo unspecified),25,·,·,1,-5,·,-2,·
C/C=C/c1cc(CN2CCN(c3ccccc3)CC2)c(O)c(OC)c1,-11,3,-21,2,6,·,-7,4

New compounds follow
structure,PAX8 inh HTS,ARNT TACC3 PPI,LGR2 inh,Cneo AK release,C2C12 statin,PGC1a acetyl inh,PglD inh,INS-1E GSIS act
CC(C)CCNC(=O)NC(=O)COC(=O)/C=C/c1cccc([N+](=O)[O-])c1,11,3,6,-5,1,5,-4,2
Cc1cccc(N(C)S(=O)(=O)c2c[nH]c3ccc([N+](=O)[O-])cc23)c1,27,3,5,0,-21,0,-1,10
C=C1CCN([C@H](C(=O)NCc2cc(OC)c(OC)c(OC)c2)C(C)C)S(=O)(=O)c2ccccc21,-7,-1,-19,-1,0,·,-3,-3
CCC1(CC)C(=O)NC(=O)NC1=NCCc1c[nH]c2ccccc12,·,-3,-19,1,-9,10,9,6
CN(Cc1cccc(F)c1)C(=O)C1CC(=O)N(c2ccc3c(c2)OCCO3)C1 (stereo unspecified),4,2,-27,1,16,-3,-1,0
Cc1cccc(-n2c(C)c(-c3ccccc3)[nH]c2=S)c1,-2,12,-50,0,-3,-1,-1,·
COc1ccc(NS(=O)(=O)c2cc(-c3cnc(C4CC4)o3)ccc2C)cc1,34,2,13,0,-161,·,7,4
N#Cc1ccc(CN2CCN(C(=O)c3ccc(S(=O)(=O)N4CCCCCC4)cc3)CC2)cc1,25,-8,-7,2,-6,·,9,-11
COc1ccc(Nc2nc3ccccc3nc2NS(=O)(=O)c2ccc(NC(C)=O)cc2)cc1,-1,10,-14,·,·,-2,·,9
COc1ccc(N2C(=O)CC(N3CCC(O)(c4cccc(C(F)(F)F)c4)CC3)C2=O)cc1 (stereo unspecified),3,2,·,0,-10,23,-2,·

(next part)
structure,PAX8 inh HTS,ARNT TACC3 PPI,LGR2 inh,Cneo AK release,C2C12 statin,PGC1a acetyl inh,PglD inh,INS-1E GSIS act
COc1ccc2c(c1)c(C(C)=O)c(C)n2-c1ccccc1,·,2,6,7,-19,7,-1,4
O=C(c1ccc(S(=O)(=O)Nc2ccccc2)cc1)N1CCOCC1,·,4,·,1,19,-10,-6,·
CCOc1cc(C(=O)NCc2ccncc2)cc(OCC)c1OCC,·,-8,·,-5,-24,·,-1,·
O=C(O)CCCCCNC(=O)/C=C/c1ccco1,3,-4,18,-2,3,2,0,6
COc1ccccc1CNC(=O)C[C@@H]1C[C@H]2c3cc(NC(=O)CN(C)C)ccc3O[C@H]2[C@@H](CO)O1,-3,-2,-8,-2,-7,-3,-2,-18
COC(=O)CSc1nnc(-c2ccoc2C)n1-c1ccc(C)cc1,·,1,·,-7,1,-3,·,·
COc1cccc(CN2CCNC(=O)C2CC(=O)NCCCn2ccnc2)c1 (stereo unspecified),-7,0,4,-1,·,-4,3,22
CC(C)CCc1noc(CN(C)CC2CCN(Cc3ccccc3)CC2)n1,1,3,11,-2,-10,-5,0,-15
CCC(=O)c1ccc(OCC(=O)OCC(=O)NC2CCCC2)cc1,4,0,25,·,·,·,·,2
COc1ccc([Si](C)(C)[C@H]2[C@H](CCO)O[C@@]3(C(=O)N(Cc4cccc(N5CCCCC5=O)c4)c4ccccc43)[C@@H]2C)cc1,7,1,·,-4,·,3,1,·

Next part
structure,PAX8 inh HTS,ARNT TACC3 PPI,LGR2 inh,Cneo AK release,C2C12 statin,PGC1a acetyl inh,PglD inh,INS-1E GSIS act
COc1ccc(NC(=O)CN2CCN(CC(=O)Nc3ccccc3F)CC2)c(OC)c1,·,15,·,2,-4,-53,6,·
CCOC(=O)C(C)Sc1cc(CS(=O)(=O)c2ccccc2)nc(-c2ccccc2)n1 (stereo unspecified),·,-14,·,0,2,·,3,·
COC(=O)c1ccc(C(=O)OC)c(NC(=O)COC(=O)c2ccccc2OC)c1,6,-22,-3,·,·,·,·,-1
COCCN(C(=O)c1csnn1)C(C(=O)NC1CCCCC1)c1ccccc1 (stereo unspecified),0,5,-6,0,19,·,1,18
CCC1(CC)CNC(=O)NC1,9,3,10,1,1,2,4,10
Cc1cc(C(=O)NC2CCCCCCC2)ccc1[N+](=O)[O-],-165,-3,-61,-2,2,-2,1,9
CC(C)NC(=O)Nc1ccc2c(c1)C(=O)N([C@H](C)CO)C[C@@H](C)[C@H](CN(C)C)O2,-11,-3,13,-3,-21,3,2,5
COc1cccc(S(=O)(=O)Nc2ccc3c(c2)[C@H]2C[C@@H](CC(=O)NCc4ccccc4F)O[C@H](CO)[C@H]2O3)c1,-18,3,-8,1,3,-3,4,-16
CCn1cnc2cc(NS(=O)(=O)c3ccc(OC)c(OC)c3)ccc21,1,-3,-20,0,4,·,0,21
COC(=O)c1ccc([C@@H](O)[C@H](C)C(=O)CC(=O)OC(C)(C)C)cc1,-27,·,-1,1,59,2,0,5

(listing goes on)
structure,PAX8 inh HTS,ARNT TACC3 PPI,LGR2 inh,Cneo AK release,C2C12 statin,PGC1a acetyl inh,PglD inh,INS-1E GSIS act
CC(NC(=O)c1ccccc1Cl)c1ccc(-n2ccnc2)cc1 (stereo unspecified),12,-11,-20,-1,·,-2,-3,11
COc1cccc(CNC(=O)COc2cc(O)c3c(c2)OC(C)(C)CC3=O)c1,·,-7,3,-1,-14,-6,-1,9
Cn1c(CC(=O)NCCO)c(Sc2ccccc2)c2ccccc21,-4,1,8,3,·,-17,-4,8
CC(C)C#Cc1ccc2c(c1)O[C@@H](CN(C)C(=O)C1CCCCC1)[C@H](C)CN([C@H](C)CO)S2(=O)=O,·,·,16,·,-75,-1,·,-15
COC(=O)c1ccc(OC(=O)CCS(=O)(=O)c2ccc(C)cc2)cc1,10,-4,-11,-1,-21,5,-2,4
COc1ccc(CN(C)C[C@@H]2OCCCC[C@@H](C)Oc3ccc(NC(=O)NC(C)C)cc3C(=O)N([C@H](C)CO)C[C@H]2C)cc1,7,-10,-2,-2,0,-4,0,11
CCCC(=O)O[C@]1(C(=O)CO)CC[C@H]2[C@@H]3CCC4=CC(=O)CC[C@]4(C)[C@H]3[C@@H](O)C[C@@]21C,23,1,-13,-1,6,-8,1,·
CN(C)CCC(Oc1ccccc1OCc1ccccc1)c1ccccc1 (stereo unspecified),0,2,22,·,·,·,·,0
CCOc1cc(C(=O)Nc2ncccn2)cc(OCC)c1OCC,-5,·,·,0,3,1,2,·
